MC4R antagonist = MC4R antagonists of cAMP signaling, primary screen, cell-based, TR-FRET, antagonist arm of biased-ligand search | MC4R-expressing cells, MTII-stimulated cAMP, LANCE TR-FRET | inhibition, % at 6.5 µM | 0.48% of 360,000 active | AID 540295, 2011 | Melanocortin receptor 4 (Homo sapiens), P32245;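 active = inhibition above its plate's cutoff, the mean of tested wells on that plate plus 3 SD, cut at about 29% in these data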;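 note: 0% = Melanotan II alone and 100% = Melanotan II plus saturating MCL0020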
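System: U2OS-MC4R stable cell line; Technique: Eu-cAMP/anti-cAMP TR-FRET, emission 671 nm; Repeats: single well per compound; Also added: Melanotan II; Dosing: one concentration, 6.5 µM nominal; Schedule: 30-min compound, 1-h challenge, 1-h detection, room temperature.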
MC4R ag barr = MC4R agonists recruiting beta-arrestin, primary screen, cell-based, luminescence, agonist arm of biased-ligand search. Melanocortin receptor 4 (Homo sapiens), P32245. activation, % at 8.9 µM. U2OS MC4R beta-arrestin complementation; percent of melanotan II response, DMSO zero. 0.98% of 360,000 active;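 active = activation above a per-plate cutoff, the mean activation of sample wells on that plate plus 3 SD, cut at about 8% in these data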
ABCB6 inh 2 = ABCB6 transporter inhibitors, primary screen, K562-ABCB6 cells, flow cytometry, MLPCN library; ATP-binding cassette sub-family B member 6 (Homo sapiens), Q9NP58; K562-ABCB6 porphyrin accumulation, 1 h; hits give low values; fluorescence ratio to DMSO, % at 10 µM; 0.19% of 360,000 active; AID 602162, 2011;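 active = fluorescence ratio to DMSO below 75%, the collection mean minus 3 SD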;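 note: signal is porphyrin accumulated inside mitochondria; 100% equals median channel fluorescence of DMSO control wells; lower ratio means ABCB6 inhibition with less porphyrin fluorescence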
NOD2 RIPK2 PPI = NOD2-RIPK2 binding disruptors in cells, primary screen, fluorescence, CHO cells, BLA complementation | AID 624267, 2012 | 0.38% of 360,000 active | inhibition, % at 4.98 µM | CCF4 ratio | Receptor-interacting serine/threonine-protein kinase 2 (Homo sapiens), O43353; in the data active = inhibition above about 21%;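 note: 0% = vehicle only and 100% = reference blocker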
Cardio protect = cardioprotection against H2O2-induced cell death, primary screen, uHTS, H9c2 cells, ATPLite luminescence; H9c2 cardiomyocytes, H2O2 injury protection, 2 h; protection from H2O2 cell death, % at 20 µM; AID 588492, 2011; 0.63% of 360,000 active;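 active = compounds giving at least 50% protection of heart cells from peroxide-induced death in the single-dose screen, raw or plate-pattern-corrected value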;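 note: 0% = DMSO wells with peroxide and 100% = DMSO wells without peroxide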
Glyco luc inh = increase of ERlucT glycosylation luciferase signal, primary screen, N-linked glycosylation inhibitor project, D54 ERlucT cells, luminescence, set 2; reporter increase, % at 12.5 µM; D54 ERlucT glycosylation luciferase reporter, 24 h; percent of 100 nM tunicamycin response; 0.23% of 360,000 active;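 active = mean luciferase reporter signal, scaled so untreated is 0 and the glycosylation-blocking control 100, at or above a set limit in every replicate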;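 note: luciferase carries N-glycosylation sites so blocking glycosylation raises the light; 0% = median of neutral control wells and 100% = median of 100 nM tunicamycin wells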
NCOA2 inhibitor = inhibition of GAL4-SRC2 driven luciferase reporter, primary screen, SRC2 inhibitor project, cell-based, luminescence. 0.17% of 370,000 active. Nuclear receptor coactivator 2 (Homo sapiens), Q15596. HEK293 GAL4-SRC2 luciferase reporter. inhibition, % at 9 µM;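 active = inhibition above the mean inhibition of all tested compounds plus 3 SD, set per campaign, cut at about 52% in these data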;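 note: 0% = DMSO treated cells and 100% = cells given Gossypol at 36 µM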
TLR9-MyD88 inh = inhibitors of TLR9-MyD88 association in cells, primary screen, cell-based, CHO, BLA complementation, fluorescence; inhibition, % at 4.98 µM; 0.21% of 340,000 active; Toll-like receptor 9 (Homo sapiens) + Myeloid differentiation primary response protein …; CCF4 FRET ratio;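 active = inhibition above the mean over all tested compounds plus 3 SD, cut at about 21% in these data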;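 note: 0% = DMSO only wells and 100% = clavulanate BLA inhibitor control wells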
ABHD5-PLIN5 inh = ABHD5-PLIN5 interaction inhibitors, primary screen, cell lysate, split luciferase complementation, luminescence | Perilipin-5 (Homo sapiens) + 1-acylglycerol-3-phosphate O-acyltransferase ABHD5 (Homo … | Split G. princeps luciferase complementation, 4 h | inhibition, % at 4 µM | 0.78% of 360,000 active;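 active = inhibition above the mean inhibition across every tested compound plus 3 SD, cut at about 22% in these data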;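 note: 0% = DMSO only wells and the 100% control is not disclosed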
Target sequence (Q00G26 whole entry, looked up): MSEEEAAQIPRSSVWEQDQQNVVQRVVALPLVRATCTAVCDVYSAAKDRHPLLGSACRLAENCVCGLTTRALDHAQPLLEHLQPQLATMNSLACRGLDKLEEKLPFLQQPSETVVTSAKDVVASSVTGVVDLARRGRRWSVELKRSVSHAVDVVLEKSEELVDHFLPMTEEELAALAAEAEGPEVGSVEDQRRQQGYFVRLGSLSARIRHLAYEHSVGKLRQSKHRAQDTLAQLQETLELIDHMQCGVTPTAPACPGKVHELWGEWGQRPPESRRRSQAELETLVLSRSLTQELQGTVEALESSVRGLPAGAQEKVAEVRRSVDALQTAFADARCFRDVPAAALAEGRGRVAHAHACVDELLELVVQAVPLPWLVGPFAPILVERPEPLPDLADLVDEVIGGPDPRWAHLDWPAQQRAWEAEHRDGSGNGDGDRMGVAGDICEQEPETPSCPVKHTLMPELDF
Target sequence (Q8WTS1 whole entry, looked up): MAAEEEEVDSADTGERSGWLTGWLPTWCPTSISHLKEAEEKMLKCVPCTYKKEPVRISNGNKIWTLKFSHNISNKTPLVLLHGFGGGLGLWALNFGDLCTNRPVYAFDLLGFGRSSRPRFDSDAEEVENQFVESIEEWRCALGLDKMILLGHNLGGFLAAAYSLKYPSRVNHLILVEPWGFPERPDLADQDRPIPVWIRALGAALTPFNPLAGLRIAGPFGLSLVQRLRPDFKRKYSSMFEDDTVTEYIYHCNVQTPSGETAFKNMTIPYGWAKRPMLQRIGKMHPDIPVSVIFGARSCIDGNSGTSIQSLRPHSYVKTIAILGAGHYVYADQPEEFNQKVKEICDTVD
m5-HT2A agonist = mouse Htr2a agonists via beta-arrestin recruitment, primary screen, cell-based, luminescence | 0.66% of 360,000 active | AID 624169, 2012 | 5-hydroxytryptamine receptor 2A (Mus musculus), P35363 | activation, % at 7.6 µM | CHO-K1 mHTR2A beta-arrestin complementation; percent of 30 µM serotonin response;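 active = activation above a run cutoff, the mean activation of all tested compounds plus 3 SD, cut at about 14% in these data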;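 note: 0% = plate median of compound wells and 100% = 30 µM serotonin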
Numbers without * were called inactive; x = not tested or not shown.

SMILES	MC4R antagonist	MC4R ag barr	ABCB6 inh 2	NOD2 RIPK2 PPI	Cardio protect	Glyco luc inh	NCOA2 inhibitor	TLR9-MyD88 inh	ABHD5-PLIN5 inh	m5-HT2A agonist
CC1CN=C(N(C(=O)Nc2ccccc2)c2ccc(F)cc2)S1 (configuration not stated)	0	-0.9	101	-7	0	0	-17	-2	5	-3
Nn1c(SCC(=O)NC2CCS(=O)(=O)C2)nnc1-c1cccs1 (configuration not stated)	2	-1.3	98	-5	2	-1	-8	-12	-6	-3
CCSc1nc2c(c(=O)[nH]c(=O)n2C)n1CC(O)COc1ccccc1C (configuration not stated)	4	0.2	100	-10	16	2	7	-3	-9	1
Cc1ccc(-n2c(Cc3cccn3C)nnc2SCC(=O)Nc2cc(C)on2)cc1	3	-0.1	102	3	2	-1	17	-6	-2	1
CN(C)C(=O)CSc1n[nH]c(-c2ccco2)n1	-4	-5.0	106	-10	0	4	-8	4	0	2
COc1ccc(CCNC(=O)c2cc(CC(C)C)on2)cc1OC	11	1.1	100	2	-2	0	19	-16	-5	2
[O-][N+]1=C2CCC/C(=N\O)C2=NC12CCCCC2	-3	-1.7	100	2	25	4	-7	1	-4	3
O=C(Nc1c2c(nn1-c1cccc(Cl)c1)CS(=O)(=O)C2)c1cccs1	2	-0.8	99	3	-4	0	0	-4	8	1
CCc1ccc(NC(=O)C(=O)NCCN2CCN(S(=O)(=O)c3ccccc3)CC2)cc1	32*	0.4	98	-12	-5	0	3	-19	2	6
O=C(Cn1cc(C(=O)C(=O)N2CCOCC2)c2ccccc21)Nc1cccc(C(F)(F)F)c1	1	-2.1	96	3	-2	1	-18	8	3	1
Cc1csc(NC(=O)c2ccco2)n1	5	-0.1	95	-11	-6	2	-28	5	5	-5
COc1ccc(CN2CCN(Cc3ccco3)CC2)cc1OC	10	-1.1	99	-6	-2	1	-4	1	-2	-2
CCOC1=NN(c2ccc(Cl)cc2)C(=O)/C1=C\N(C)C	2	-1.4	96	-15	9	-1	6	-13	-6	-4
CCCCC(=O)NC(=S)Nc1nnn(CCC)n1	5	-4.6	98	1	3	2	-35	-5	-3	-8
O=C1c2ccccc2NC(c2ccccc2)N1CCCN1CCOCC1 (configuration not stated)	5	1.5	96	-8	4	-2	-2	-7	-2	0
O=C(Nc1cccc(O)c1)c1ccccc1	4	1.2	95	-10	6	1	-58	3	-2	-2
CCOC(=O)c1c(C)[nH]c(C(=O)/C(C#N)=C/c2ccc(OC)c(OC)c2)c1C	4	-0.4	120	-7	10	2	-14	-21	-1	-8
COc1ccc(CSc2nc3ccccc3c(=O)[nH]2)cc1F	6	-0.7	94	-10	53*	0	-34	3	1	0
CC(=O)Nc1ccc(SCCN2CC[C@@H](C(C)(C)C)CCC2=O)cc1	6	0.3	96	-8	-1	5	-28	-6	-18	3
COc1ccccc1N(CC(=O)NC(C)(C)C)C(=O)CCC(=O)Nc1ccccn1	0	-0.1	105	-4	5	3	8	4	3	5
CCOC(=O)c1c(C)[nH]c(C(=O)Nc2ccc(NC(C)=O)cc2)c1C	1	-2.7	97	9	-20	3	41	14	1	-2
Cc1ccc(C(=O)NC2(C(Cl)Cl)N=C(c3ccccc3)N=C2N)cc1 (configuration not stated)	3	-0.6	93	-9	-1	2	-21	5	3	-4
Cc1cc(C)nc(NCC(O)COc2ccccc2C)n1 (configuration not stated)	3	-0.7	98	0	9	1	-12	-1	5	-6
COc1cccc(C2CCCCN(C)C2=O)c1 (configuration not stated)	-6	1.0	85	-3	-2	1	1	-1	-4	-3
O=C(CSc1nccc(=O)[nH]1)N1CCCc2ccccc21	23	0.0	95	7	-1	1	-11	3	-2	-3

Record cards, as listed above. Order of values: MC4R antagonist | MC4R ag barr | ABCB6 inh 2 | NOD2 RIPK2 PPI | Cardio protect | Glyco luc inh | NCOA2 inhibitor | TLR9-MyD88 inh | ABHD5-PLIN5 inh | m5-HT2A agonist
CCOC(=O)c1c(C)[nH]c(C(=O)/C(C#N)=C/c2ccc(OC)c(OC)c2)c1C is entered as 4 | -0.4 | 120 | -7 | 10 | 2 | -14 | -21 | -1 | -8
CCOC(=O)c1c(C)[nH]c(C(=O)Nc2ccc(NC(C)=O)cc2)c1C is entered as 1 | -2.7 | 97 | 9 | -20 | 3 | 41 | 14 | 1 | -2
CC(=O)Nc1ccc(SCCN2CC[C@@H](C(C)(C)C)CCC2=O)cc1 is entered as 6 | 0.3 | 96 | -8 | -1 | 5 | -28 | -6 | -18 | 3

Pulled by structure from the list above:
SMILES	MC4R antagonist	MC4R ag barr	ABCB6 inh 2	NOD2 RIPK2 PPI	Cardio protect	Glyco luc inh	NCOA2 inhibitor	TLR9-MyD88 inh	ABHD5-PLIN5 inh	m5-HT2A agonist
Cc1ccc(-n2c(Cc3cccn3C)nnc2SCC(=O)Nc2cc(C)on2)cc1	3	-0.1	102	3	2	-1	17	-6	-2	1
Cc1csc(NC(=O)c2ccco2)n1	5	-0.1	95	-11	-6	2	-28	5	5	-5
COc1cccc(C2CCCCN(C)C2=O)c1 (configuration not stated)	-6	1.0	85	-3	-2	1	1	-1	-4	-3
O=C(Nc1c2c(nn1-c1cccc(Cl)c1)CS(=O)(=O)C2)c1cccs1	2	-0.8	99	3	-4	0	0	-4	8	1
O=C(Nc1cccc(O)c1)c1ccccc1	4	1.2	95	-10	6	1	-58	3	-2	-2

The list goes on.
SMILES	MC4R antagonist	MC4R ag barr	ABCB6 inh 2	NOD2 RIPK2 PPI	Cardio protect	Glyco luc inh	NCOA2 inhibitor	TLR9-MyD88 inh	ABHD5-PLIN5 inh	m5-HT2A agonist
CCOc1cc(N2CCOCC2)c(OCC)cc1NC(=O)Cn1nc(C)c([N+](=O)[O-])c1C	8	-3.7	100	-5	5	3	-36	-7	-8	3
COc1cc(-c2nnc(NC(=O)CS(=O)(=O)c3ccc(Cl)cc3)o2)cc(OC)c1OC	-1	-0.5	98	-10	6	-1	5	14	10	-1
Cn1cc(S(=O)(=O)N2CCOCC2)cc1C(=O)O	-6	-0.8	99	-8	0	2	-1	6	0	3
CC(C)(C)n1nnnc1CN1CCN(C(c2ccccc2)c2ccccc2)CC1	3	-0.1	118	3	9	-5	-10	-10	3	3
CCCCC(CCC(=O)Nc1cccc([N+](=O)[O-])c1)C(=O)O (configuration not stated)	-4	0.4	97	3	5	3	9	3	-3	4
O=C(NC(=S)Nc1ccccc1N1CCCCC1)c1ccccc1	6	9.1*	92	-9	-7	-1	1	2	-2	-1
O=C(Nc1cc(S(=O)(=O)N2CCOCC2)ccc1N1CCOCC1)c1cnccn1	-3	-1.1	99	-16	13	2	2	1	-2	-1
CCOc1cccc(-c2c(C(=O)N/N=C/c3ccc(C)o3)nnn2-c2nonc2N)c1	20	-3.8	106	-4	4	2	-15	13	-3	3
N/C(=N\c1nc2ccccc2o1)NC(=O)c1ccc([N+](=O)[O-])cc1	4	1.5	93	-14	4	0	21	x	-1	10
CC1CCCN(C(=O)c2ccc3c(=O)n4nc(Nc5ccccc5)sc4nc3c2)C1 (configuration not stated)	7	-1.8	92	-12	35	2	0	-9	-4	-1
COc1cc2c(cc1OC)C(O)C(O)(CO)C(C(=O)O)C2c1cc(OC)c(OC)c(OC)c1 (configuration not stated)	2	-1.8	95	-1	-2	4	-25	-3	1	-2
Cc1cc(=O)[nH]c(NN=C2CCC(C(C)(C)C)CC2)n1 (configuration not stated)	-2	-1.9	98	-9	-2	2	3	-2	5	-2
Cc1cc(=O)[nH]c(N=N/C(=N/Nc2ccc(O)cc2)c2ccccc2)n1	0	-2.9	104	-6	49	0	-48	8	-1	4
COc1ccc(C)cc1NC(=O)c1cc(S(=O)(=O)N2CCCC2)cn1C	5	-0.2	95	6	-7	0	-13	-5	4	0
COc1ccc(S(N)(=O)=O)cc1C(=O)OCC(=O)N1CCCC(C)C1 (configuration not stated)	2	-1.6	102	-3	5	2	-3	-4	-10	2
O[C@@H]1CN(Cc2ccc(-n3cccn3)cc2)CC[C@H]1N1CCN(c2ccccc2F)CC1	-1	-0.7	94	3	-15	0	10	0	5	3
Cc1ccc(-c2cc(C(=O)OC3CCOC3=O)c3ccccc3n2)c(C)c1 (configuration not stated)	6	0.1	100	-5	-4	2	8	0	-2	-3
COc1ccc(CC(=O)OCC(=O)Nc2ccc(N3CCOCC3)cc2)cc1	12	-1.7	98	7	2	1	16	7	-1	4
Cc1c2ccccc2cc(Cc2ccccc2)[n+]1C	2	-1.8	96	4	-8	11	1	0	-12	-1
COCCNC(=O)NC(=O)CN1CCN(C(c2ccccc2)c2ccccc2)CC1	-7	0.5	104	1	3	1	-11	-1	8	-2

These rows are one share of the data. The share of hits here may be higher or lower than overall.
